Source: PubChem BioAssay (The Scripps Research Institute Molecular Screening Center)
TAAR1 agonist: agonists of human TAAR1; Q96RJ0; CHO RD-HGA16 TAAR1, Fluo-8 calcium fluorescence; vehicle wells 0%, saturating PEA agonist 100%; activation, % at 3 µM; 0.99% of 360,000 active; AID 624467;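 active = activation above the mean activation of all test compounds in the run plus 3 SD, cut at about 38% in these data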
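System: CHO-derived RD-HGA16 cells with stable Gα16 and human TAAR1 / Times: 17-24 h plating, Fluo-8 75 min 37 °C, 30 min RT / Technique: calcium-sensitive Fluo-8 signal, excitation 470-495, emission 515-575 nm / Measure: % activation relative to PEA EC100 response / Benchmarks: DMSO and PEA EC100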
M1 ag: agonists of human M1 muscarinic receptor | CHO-K1 hM1, Fluo-8 calcium fluorescence, agonist mode; 0% DMSO, 100% acetylcholine EC100 | activation, % at 3 µM | 0.33% of 360,000 active | AID 588814;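 active = activation above the run's mean compound activation plus 3 SD, cut at about 16% in these data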;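 also: peak over basal fluorescence ratio within a 140 s kinetic read after compound addition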
Target sequence (P11229 whole entry, looked up): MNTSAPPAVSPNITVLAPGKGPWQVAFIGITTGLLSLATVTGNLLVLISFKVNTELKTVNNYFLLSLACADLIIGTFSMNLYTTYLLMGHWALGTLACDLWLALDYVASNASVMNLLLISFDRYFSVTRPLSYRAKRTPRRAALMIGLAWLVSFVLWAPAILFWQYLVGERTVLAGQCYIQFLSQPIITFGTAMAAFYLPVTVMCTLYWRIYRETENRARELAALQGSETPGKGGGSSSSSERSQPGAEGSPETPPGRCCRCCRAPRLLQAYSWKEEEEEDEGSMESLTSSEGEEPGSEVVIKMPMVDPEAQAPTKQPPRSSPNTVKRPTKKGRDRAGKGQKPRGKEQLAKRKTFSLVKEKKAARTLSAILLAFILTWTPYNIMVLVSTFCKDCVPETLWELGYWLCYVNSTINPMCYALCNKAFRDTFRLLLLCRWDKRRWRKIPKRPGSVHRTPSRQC
M5 antag: blocks acetylcholine activation of human M5 receptor; P08912; CHO-hM5 cells, Fluo-8 calcium fluorescence, ACh EC80; inhibition, % at 3 µM; 0.59% of 360,000 active; AID 624040;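 active = inhibition above a per-plate cutoff, the mean of that plate's test compounds plus 3 SD, cut at about 27% in these data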;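 also: 0% = acetylcholine EC80 with DMSO and 100% = DMSO without agonist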
M5 PAM: CHRM5 positive allosteric modulation; P08912; CHO-K1 hM5, Fluo-8 calcium, ACh EC20 PAM; 0% = ACh EC20, 100% = ACh EC100; activation, % at 3 µM; 0.3% of 360,000 active; AID 624038;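 active = activation above the run cutoff, the mean activation of all test compounds plus 3 SD, cut at about 18% in these data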
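System: CHO-K1 hM5 cells. Reagent: acetylcholine, EC20 level. Compound dosing: single dose, 3 µM nominal final test concentration. Timing: Post-acetylcholine fluorescence recording 140 s. Detection: Fluo-8 calcium fluorescence. Read-out: % activation, ACh-normalized. Benchmarks: ACh EC20 and EC100 wells. Repeats: singlicate, one well per test compound.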
M4 ag: CHRM4 agonism in calcium assay | P08173 | CHO-K1 hM4/Gqi5, Fluo-8 calcium fluorescence; vehicle 0%, full acetylcholine response 100% | activation, % at 3 µM | 0.14% of 360,000 active | AID 624127;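 active = activation above the run mean over all test wells plus 3 SD, cut at about 32% in these data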;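 also: peak over basal fluorescence ratio per well then scaled between controls; 0% = DMSO wells and 100% = acetylcholine at EC100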
Target sequence (P08173 whole entry, looked up): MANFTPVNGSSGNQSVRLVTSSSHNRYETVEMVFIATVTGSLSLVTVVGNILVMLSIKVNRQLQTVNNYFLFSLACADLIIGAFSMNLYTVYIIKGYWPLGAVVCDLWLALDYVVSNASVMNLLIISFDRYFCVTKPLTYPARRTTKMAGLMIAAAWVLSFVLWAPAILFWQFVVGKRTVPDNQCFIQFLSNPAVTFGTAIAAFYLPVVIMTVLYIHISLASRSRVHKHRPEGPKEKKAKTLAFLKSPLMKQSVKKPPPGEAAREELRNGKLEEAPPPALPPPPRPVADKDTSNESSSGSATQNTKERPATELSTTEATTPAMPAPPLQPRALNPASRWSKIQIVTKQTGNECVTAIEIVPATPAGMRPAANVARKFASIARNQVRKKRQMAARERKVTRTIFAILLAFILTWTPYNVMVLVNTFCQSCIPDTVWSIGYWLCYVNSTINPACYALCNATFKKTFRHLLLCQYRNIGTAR
M4 antag: CHRM4 antagonism in calcium assay; P08173; inhibition, % at 3 µM; CHO-hM4 cells, ACh EC80, Fluo-8 calcium fluorescence; 0.73% of 360,000 active;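 active = inhibition above its plate's cutoff, the mean inhibition of sample wells plus 3 SD, cut at about 27% in these data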;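 also: 0% = acetylcholine EC80 with DMSO and 100% = DMSO without agonist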
M1 PAM: human CHRM1 positive allosteric modulation; P11229; AID 588819; CHO-K1 hM1, Fluo-8 calcium fluorescence, ACh EC20; 0% = ACh EC20, 100% = maximal ACh; activation, % at 3 µM; 0.088% of 360,000 active; in the data active = activation above about 19%, passing the limit was not always enough
M5 ag: agonists of human muscarinic M5 receptor (CHRM5); CHO-K1 hM5 cells, Fluo-8 calcium fluorescence; 0% DMSO wells, 100% maximal acetylcholine response; 0.19% of 360,000 active; P08912; AID 624037; activation, % at 3 µM;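 active = activation above the run's mean over test compounds plus 3 SD, cut at about 23% in these data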;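 also: signal is peak over basal fluorescence ratio across the kinetic read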
CHRM1 antagonist: blocks human M1 muscarinic receptor. 1.3% of 360,000 active. AID 588852. P11229. CHO-K1 hM1, Fluo-8 calcium fluorescence, ACh EC80 antagonist. inhibition, % at 3 µM;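 active = percent inhibition above its own plate's cutoff, namely the mean of that plate's compound wells plus 3 SD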;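 also: peak over basal fluorescence ratio during 140 s after agonist addition; 0% = ACh EC80 plus DMSO and 100% = DMSO alone without agonist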
Starred values were filed as active, the others as inactive; x = not tested or not shown. This is a subset; count on the stated rates, not on these rows.

SMILES	TAAR1 agonist	M1 ag	M5 antag	M5 PAM	M4 ag	M4 antag	M1 PAM	M5 ag	CHRM1 antagonist
CS(=O)(=O)c1ccc(-c2nnn(CC(N)=O)n2)cc1	1	-4	6	6	1	1	5	2	-3
CCCC(=O)Nc1ccc(S(=O)(=O)Nc2cc(OC)nc(OC)n2)cc1	3	-1	1	3	0	-8	0	1	-7
CC1CCCCC1NC(=O)COC(=O)c1ccc2c(c1)OCCO2 (stereo unspecified)	0	-3	-4	6	2	8	8	4	1
Cc1cc(/C=C2\SC(=S)NC2=O)c(C)n1C	5	1	0	-5	3	-5	4	1	-22
CCOc1ccc(S(=O)(=O)N2CCCCC2)cc1NC(=O)CN1C(=O)NC(C)(c2ccc(C)cc2)C1=O (stereo unspecified)	x	-3	-8	-4	4	-19	5	1	-7
COc1ccc(N(C)S(=O)(=O)c2cccc(C(=O)OCC(=O)N3CC(C)CC(C)C3)c2)cc1 (stereo unspecified)	9	0	20	-24	16	1	-17	-1	19
CCOc1ccc(S(=O)(=O)N2CCCCC2)cc1NC(=O)C1=COCCO1	1	-2	-8	6	1	-14	10	-4	-10
Nc1c(Cl)ncnc1N1CCOCC1	3	-3	4	4	0	9	0	1	1
Cc1cc(=O)n2ncnc2n1COCCO	9	0	-3	4	1	-1	11	1	-13
COC(=O)C1=C(C)N(c2ccc(OC)cc2)C(C)=C(C(=O)OC)C1c1ccc(OC)cc1	-1	-3	-5	1	-1	-3	2	-2	-6
CC1(C)CC(=O)C2=C(C1)OC(c1ccc(O)cc1)C(C#N)=C2N (stereo unspecified)	1	-3	2	-2	0	-11	1	0	-1
CC(C)CNC(=O)CC(=O)N/N=C/c1cccs1	3	-4	-3	7	1	-4	3	0	-9
C#CC(C)(CC)NC(=O)c1cc2nc(C3CC3)cc(C(F)(F)F)n2n1 (stereo unspecified)	-2	-3	-5	1	1	-8	7	-3	-7
C1=CCN(c2nc(N3CCOCC3)nc(N3CCCc4ccccc43)n2)CC1	2	-3	-4	3	-2	-14	14	0	-24
CC1CCN(c2nc(-c3ccncc3)nc3ccccc23)CC1	19	-7	-2	-5	-2	-14	-1	-7	-18
CCN(Cc1ccncc1)C(=O)c1cc(Br)cc(Br)c1O	5	-2	7	-6	0	0	-4	2	13
O=C(CSc1cn(CCNC(=O)c2cccs2)c2ccccc12)NCC1CCCO1 (stereo unspecified)	3	-2	3	-6	5	-5	-3	1	-5
O=C(c1ccc(N2CCCC2=O)cc1)N1CCN(c2ccc(Cl)cc2)CC1	0	-1	1	-3	7	-4	5	0	-10
Cc1ccc2nc(CCc3nc4ccc(C)cc4[nH]3)[nH]c2c1	10	-3	-1	5	1	-1	12	3	-6
Cc1cc(C)c(NC(=O)C2CC(=O)N(C(C)C)C2)c(C)c1 (stereo unspecified)	1	-4	4	1	1	-4	5	0	-20
CCOC(=O)C1CCN(S(=O)(=O)c2ccc(C(=O)OC)cc2)CC1	7	-1	6	-12	2	-8	-7	3	-19
CCN(CC)P(=O)(/C(Cl)=C\Nc1c(C)n(C)n(-c2ccccc2)c1=O)N(CC)CC	3	-3	-4	9	1	0	7	-1	-11
Cc1cc(CN(C)C(=O)CCc2nnc(Cc3cccc(C(F)(F)F)c3)o2)on1	12	-2	6	5	1	-3	10	0	-12
Cc1ccc(NC(=O)c2cnc3ccccc3n2)cc1C	1	-4	13	-2	0	1	8	-3	-13
O=C1CSC2(N1)C1CC3CC(C1)CC2C3 (stereo unspecified)	1	-4	14	-6	0	6	3	-3	-8

Fetched by structure from the entries so far:
SMILES	TAAR1 agonist	M1 ag	M5 antag	M5 PAM	M4 ag	M4 antag	M1 PAM	M5 ag	CHRM1 antagonist
CC1CCN(c2nc(-c3ccncc3)nc3ccccc23)CC1	19	-7	-2	-5	-2	-14	-1	-7	-18
C1=CCN(c2nc(N3CCOCC3)nc(N3CCCc4ccccc43)n2)CC1	2	-3	-4	3	-2	-14	14	0	-24
CCN(Cc1ccncc1)C(=O)c1cc(Br)cc(Br)c1O	5	-2	7	-6	0	0	-4	2	13

New compounds follow:
SMILES	TAAR1 agonist	M1 ag	M5 antag	M5 PAM	M4 ag	M4 antag	M1 PAM	M5 ag	CHRM1 antagonist
CN(C)CCCOC(=O)c1cc2ccccc2o1	8	-5	3	-6	2	7	-2	-7	6
O=C1OCCC1Sc1nc2ccccc2n1Cc1ccccc1 (stereo unspecified)	2	12	-5	6	0	7	-2	-2	-11
CC1(C)CCCC2=C1CC1C(=O)N(O)C(=O)C1C2 (stereo unspecified)	14	-1	5	-5	0	7	7	2	-13
COCCCNC(=S)Nc1ccc(N2CCCCC2)cc1	3	-2	19	-19	18	8	-8	0	18
COC(=O)C(Cc1csc2ccc(Cl)cc12)NC(=O)c1ccc(Cl)cc1 (stereo unspecified)	2	-5	3	-1	0	5	-1	-4	3
CC(C)CCC(O)(CCC(C)C)C(=O)NN1CCCCC1	2	-4	0	-1	0	-6	0	0	2
Cc1ccccc1NC(=O)c1cc2c(C)nc3ccccc3c2o1	10	-6	5	-5	6	8	-2	3	1
COc1cc(C)ccc1N(CCCN1C(=O)c2cccc3cccc(c23)C1=O)C(=O)c1cccs1	-1	1	-8	2	1	-1	13	-1	8
COc1ccccc1CNC(=O)CN1CCN(Cc2ccc(Cl)cc2)C1=O	1	-4	2	-6	2	-7	3	1	-4
COc1ccc(Cc2nnc(NC(=O)Nc3ccccc3)s2)cc1OC	25	-4	10	1	2	-5	3	1	15
CCOc1ccc2nc(SCC(=O)c3cccs3)sc2c1	2	-3	-6	-3	2	-10	1	-3	2
O=C(NCC1CC1)C1Cc2c(-c3ccc(Cl)cc3)ccnc2O1 (stereo unspecified)	0	-2	12	-9	1	-5	7	-3	-7
CCN1CCN(c2ccc(S(=O)(=O)N3CCCCC3)cc2NC(=O)Cc2ccc(Cl)c(Cl)c2)CC1	x	11	20	-17	54*	21	-6	28*	14
Cc1ccc(C(=O)Oc2ccc(Cl)c3cccnc23)cc1[N+](=O)[O-]	10	-3	-3	2	1	-1	10	2	2
Fc1ccc(COc2ccc(C(=S)N3CCCC3)cc2)cc1	-2	-7	6	-2	0	10	-6	-14	3
CCc1cc(=O)oc2cc(OCC(=O)NCc3ccccn3)ccc12	0	-3	-1	0	2	-5	5	-4	-3
CC(C)N(Cc1nc(-c2ccccc2)no1)C(=O)c1ccc(Cl)cc1	0	-11	0	-1	1	-4	2	-4	-5
CCOC(=O)c1cc2cc(OC)ccc2n1C1CCN(C)CC1	8	x	-1	-2	5	0	x	-2	x
O=C(Nc1nc2c(Br)cc(Br)cc2c(=O)s1)c1ccco1	10	-4	12	-4	0	0	-1	1	2
COc1cccc(Nc2nc(-c3cccc(N4C(=O)c5ccccc5C4=O)c3)cs2)c1	8	0	8	-6	2	3	8	-7	-8
CC1=NC(C)(C)Cc2c(C)cccc21	7	-9	-15	1	0	-9	6	-4	1
COc1ccc(CC(=O)NNC(=O)c2ccoc2C)cc1OC	8	5	-6	7	1	-8	14	5	-5
O=C(O)C1C(c2ccccc2)C(C(=O)Oc2ccc(O)cc2)C1c1ccccc1 (stereo unspecified)	2	-3	-6	-2	0	-6	7	2	1
CC(=O)Nc1ccc(NC(=O)C2CCN(C(=O)NC3CCCCC3)CC2)cc1	5	-3	3	4	1	-7	7	-3	-9
O=C(CN1CCN(c2ccccn2)CC1)Nc1cccc(S(=O)(=O)N2CCCC2)c1	1	-5	1	8	3	-2	5	-4	-7

Grouped by structure, the compounds so far with bromine
SMILES	TAAR1 agonist	M1 ag	M5 antag	M5 PAM	M4 ag	M4 antag	M1 PAM	M5 ag	CHRM1 antagonist
CCN(Cc1ccncc1)C(=O)c1cc(Br)cc(Br)c1O	5	-2	7	-6	0	0	-4	2	13
O=C(Nc1nc2c(Br)cc(Br)cc2c(=O)s1)c1ccco1	10	-4	12	-4	0	0	-1	1	2

Additional results.
SMILES	TAAR1 agonist	M1 ag	M5 antag	M5 PAM	M4 ag	M4 antag	M1 PAM	M5 ag	CHRM1 antagonist
O=C(CN1CCN(CC(=O)Nc2ccc3c(c2)OC2(CCCCC2)O3)CC1)Nc1cccc(F)c1	11	-1	-4	5	3	7	8	5	-5
CCOC(=O)c1c(C)n(-c2ccc(F)cc2)c2ccc(O)cc12	x	-4	2	0	-2	3	3	-5	3
C[C@@H]1CN([C@H](C)CO)C(=O)CCCn2nncc2CO[C@H]1CN(C)C(=O)c1ccc2ccn(C)c2c1	1	-6	-5	-1	1	-15	2	2	-7
Cc1c(C(=O)N2CCOCC2)c(S(=O)(=O)Nc2ccc(Br)cc2F)c(C)n1C	2	-5	13	0	0	7	-9	-3	11
CCOC(=O)c1c(C)[nH]c(C)c1S(=O)(=O)Nc1ccc(CN2CCCCC2)cc1	0	-13	5	1	0	4	14	-4	-17
Cc1noc(C)c1Cc1ccc(O)cc1	1	8	1	-2	1	3	5	1	-2
Cc1ncn(C23CC4CC(CC(O)(C4)C2)C3)n1	8	0	5	19*	1	2	4	0	-21
CCC(=O)Nc1cccc(C(=O)/C=C/c2cccs2)c1	12	-2	4	-10	12	2	3	4	-1
COc1cccc(/C=C/C(=O)OCC(=O)c2ccc3c(c2)NC(=O)CO3)c1	0	0	1	-4	1	-25	4	3	-8
CN(C(=O)c1ccc2c(=O)n3c(nc2c1)CCCCC3)c1cccc(Cl)c1	5	-7	11	-1	2	-1	4	3	-5
CCC(=O)Nc1ccccc1C(=O)OCC(=O)c1ccccc1	11	-6	10	-4	0	6	0	-2	6
CCNc1nc(N)c(C(=O)C23CC4CC(CC(C4)C2)C3)s1	16	3	0	10	1	-15	18	3	-15
CC(C)n1nnnc1SCC(=O)NCc1ccco1	14	-3	-2	-1	0	-4	3	-1	-27
Cc1cc(=O)[nH]c(SCC(=O)Nc2c(C)n(C)n(-c3ccccc3)c2=O)n1	1	-2	6	-1	0	-1	2	2	-1
Brc1cc(-c2ccccc2)nc(-c2ccccc2)n1	1	-4	18	-3	0	4	4	-3	-7
O=C(/C=C/c1ccccc1)NC(NC(=S)Nc1ccc(C(=O)O)cc1)C(Cl)(Cl)Cl (stereo unspecified)	3	-4	-1	0	1	3	9	-1	-16
COc1ccccc1C(=O)n1nc(-c2ccco2)nc1N	2	-4	-3	3	2	11	10	-2	-6
COc1ccc2c(c1)C(c1ccc([N+](=O)[O-])cc1)=NNC(c1ccco1)=N2	-2	-7	6	-3	1	-6	6	-1	-16
CN(Cc1ccccc1)C(=O)CN1C(=O)NC2(CCCc3sccc32)C1=O (stereo unspecified)	1	-2	21	-3	0	-2	2	0	8
Nc1cccc2c1C(=O)N(Cc1nnc(-c3ccccc3Br)o1)C2=O	75*	13	0	-6	30	-4	19	18	-19
CCOC(=O)C1CCN(Cc2cn[nH]c2-c2ccccc2)CC1	2	-7	4	-3	0	6	1	-1	5
COc1ccc(-c2nc3cc(C)c(Br)c(C)n3c2Cc2ccccc2)cc1OC	0	-2	-7	0	-1	-21	5	3	-1
CC(C)NC(=O)c1cc(C(=O)c2cc(Cl)ccc2O)coc1=N	6	-2	6	-2	4	-5	1	-2	-19
Cc1sc2ncnc(Nc3ccc(N4CCOCC4)cc3)c2c1-c1ccccc1	9	-11	-10	7	0	-8	1	-4	-5
